LEDGF integ inh = blocks HIV-1 LEDGF/p75-dependent DNA integration. TR-FRET IN-LEDGF/p75 DNA integration, Eu/Cy5. inhibition, % at 3.7 µM. hit rate 0.64% among 370,000;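 active = inhibition above the screen-wide mean plus 3 SD, cut at about 13% in these data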;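 note: signal is the Cy5 over europium emission ratio at 671 and 618 nm; 0% = plate median of compound wells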
SIAE primary = human SIAE inhibition, primary screen | AID 1053197 | SIAE FP-Rh probe binding, fluorescence polarization | inhibition, % at 9.66 µM | hit rate 0.69% among 370,000 | Q9HAT2;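 active = inhibition above a cutoff: mean of compounds within the control limits plus 3 SD of those, cut at about 17% in these data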;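 note: 0% = plate median of compound wells and 100% = probe without SIAE protein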
TCR CD3 inh = blocks the human TCR-CD3 interaction | TAMRA-labeled TCR probe fluorescence, biochemical | inhibition, % at 9.4 µM | hit rate 0.37% among 360,000 | AID 651800; in the data active = inhibition above about 19%;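 note: recombinant mutant TCR 2C K166C tagged with TAMRA read by polarization; 0% = receptor in buffer alone and 100% = receptor with positive control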
ABHD4 inh = inhibits mouse alpha/beta hydrolase domain 4; Q8VD66; purified mABHD4, FP-Rh probe fluorescence polarization; inhibition, % at 8.92 µM; hit rate 0.54% among 370,000;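 active = inhibition exceeding the mean over every tested compound plus 3 SD, cut at about 30% in these data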;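 note: 0% = plate median of compound wells and 100% = S159A mutant with DMSO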
Target sequence (Q8VD66 whole entry, looked up, the tested form may be a part): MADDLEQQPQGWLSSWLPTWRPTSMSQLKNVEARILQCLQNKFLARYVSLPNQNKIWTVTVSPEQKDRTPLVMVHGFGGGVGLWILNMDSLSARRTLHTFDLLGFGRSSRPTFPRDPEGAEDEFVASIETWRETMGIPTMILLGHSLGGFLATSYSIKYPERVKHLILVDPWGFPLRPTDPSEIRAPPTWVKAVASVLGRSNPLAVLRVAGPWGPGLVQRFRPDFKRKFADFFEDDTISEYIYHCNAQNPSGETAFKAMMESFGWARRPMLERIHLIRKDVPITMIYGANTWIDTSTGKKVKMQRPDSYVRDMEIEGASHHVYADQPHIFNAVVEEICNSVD
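assay system = mABHD4 protein | compound dosing = single nominal dose of 8.92 µM, 0.89% DMSO final | read-out basis = percent inhibition of probe binding, normalized to plate controls | schedule = Enzyme–compound pre-incubation 45 min, then probe 60 min, both 25 °C | detection = fluorescence polarization, excitation 525 nm, emission 598 nm, BODIPY TMR filters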
MBD2 DNA inh = inhibitors of human MBD2 binding to methylated oligonucleotide | TR-FRET | inhibition, % at 4.4 µM | hit rate 0.31% among 370,000 | AID 686964; in the data active = inhibition above about 13%
TDP2 absorb = TDP2 (human) inhibition, absorbance primary screen. recombinant TDP2, T5PNP hydrolysis, p-nitrophenol absorbance 415 nm. hit rate 0.34% among 370,000. AID 720702. inhibition, % at 12.8 µM. O95551;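 active = inhibition above the mean of all tested compounds plus 3 SD, set per campaign, cut at about 25% in these data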;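 note: 0% = DMSO with enzyme and 100% = buffer with substrate but no TDP2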
Target sequence (O95551 whole entry, looked up): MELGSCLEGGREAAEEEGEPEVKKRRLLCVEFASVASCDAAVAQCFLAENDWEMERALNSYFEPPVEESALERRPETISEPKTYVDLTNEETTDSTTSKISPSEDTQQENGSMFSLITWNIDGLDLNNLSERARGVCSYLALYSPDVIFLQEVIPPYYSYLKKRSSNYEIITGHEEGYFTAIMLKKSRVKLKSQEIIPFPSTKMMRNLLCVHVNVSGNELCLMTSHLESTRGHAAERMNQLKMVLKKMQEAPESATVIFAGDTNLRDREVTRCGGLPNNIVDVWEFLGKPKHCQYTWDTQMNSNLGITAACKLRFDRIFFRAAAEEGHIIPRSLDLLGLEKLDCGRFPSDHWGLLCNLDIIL
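Test system: Human TDP2 enzyme | Reagent: 5 mM T5PNP | Compound dosing: 12.8 µM single point, 1% DMSO | Incubation: Enzyme reaction with compound for 2 h at 37 °C | Technique: p-Nitrophenol epi absorbance | Read-out: % inhibition relative to enzyme-containing and enzyme-free wells | Benchmarks: High control without enzyme, low control DMSO plus TDP2 | Replicates: Singlicate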
HTRA1 inh = HTRA1 (human) protease inhibition; Q92743; recombinant HTRA1, FP-rhodamine activity-based probe, fluorescence polarization; inhibition, % at 5.96 µM; hit rate 0.5% among 340,000; in the data active = inhibition above about 36%;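 note: 0% = enzyme with DMSO and 100% = wells lacking enzyme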
GC-B act = GC-B (human) receptor activation; P20594; HEK293-GC-B cells, CNP EC30, cGMP TR-FRET; 0% at EC30 CNP, 100% saturating CNP; activation, % at 10 µM; hit rate 0.11% among 370,000;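 active = activation at 10 µM reaching about 35% in either raw or pattern-adjusted values, limit read from the data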
PRMT1 FP inh = inhibitors of human PRMT1. recombinant PRMT1, activity-based probe fluorescence polarization. Q99873. inhibition, % at 2.79 µM. hit rate 1.3% among 370,000. AID 652257;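 active = inhibition above about 21% made by adding two undisclosed values, limit read from the data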
Target sequence (Q99873 whole entry, looked up): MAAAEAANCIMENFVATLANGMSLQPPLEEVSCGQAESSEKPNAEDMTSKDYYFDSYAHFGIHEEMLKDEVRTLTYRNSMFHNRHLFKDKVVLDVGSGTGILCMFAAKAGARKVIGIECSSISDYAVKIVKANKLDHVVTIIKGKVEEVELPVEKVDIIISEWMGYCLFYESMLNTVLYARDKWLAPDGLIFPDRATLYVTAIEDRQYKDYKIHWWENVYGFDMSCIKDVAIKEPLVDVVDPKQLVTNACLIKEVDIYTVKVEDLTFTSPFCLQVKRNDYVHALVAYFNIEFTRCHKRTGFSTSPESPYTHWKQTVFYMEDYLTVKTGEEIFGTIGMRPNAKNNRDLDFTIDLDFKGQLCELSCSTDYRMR
rCAG binder = binds r(CAG) RNA repeats; AID 651821; hit rate 1.3% among 370,000; r(CAG) RNA repeat, TO-PRO-1 dye displacement fluorescence; inhibition, % at 3 µM;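 active = inhibition above the plate cutoff, the mean of all test compounds on that plate plus 3 SD, cut at about 35% in these data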;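 note: 0% = DMSO alone and 100% = 100 µM mitoxantrone as full dye displacement; higher means more dye released from RNA so lower well fluorescence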
* hit, by the source's call; · = not tested or not shown. The list is partial; rates above refer to the full screens.

compound | SIAE primary | TDP2 absorb | TCR CD3 inh | MBD2 DNA inh | HTRA1 inh | LEDGF integ inh | PRMT1 FP inh | ABHD4 inh | rCAG binder | GC-B act
CN(C)S(=O)(=O)Nc1cccc(NC(=O)CC23CC4CC(CC(C4)C2)C3)c1 | 6 | 4 | -3 | 1 | -8 | 2 | -1 | -11 | -1 | 3
COc1ccc(S(=O)(=O)NCCc2ccccc2)c2cccnc12 | -4 | 10 | -6 | 1 | -2 | 0 | -2 | -4 | -2 | 1
CC1CCN(c2ccc(NC(=O)Cn3c(=O)oc4ccccc43)cc2)CC1 | 2 | -23 | -2 | 9 | -2 | -8 | 4 | -19 | 1 | 0
CCOC(=O)Cc1csc(NC(=O)CN2C(=O)c3ccccc3C2=O)n1 | 0 | -1 | 2 | 6 | 8 | 1 | -4 | -3 | -2 | 4
CCOc1ccc(OCC(=O)OCC(=O)NNC(=O)c2ccc([N+](=O)[O-])cc2)cc1 | 4 | -19 | 0 | 4 | 5 | -2 | 1 | 5 | 7 | -3
CC1=CC(C)(C(Cl)(Cl)Cl)C(C)=CC1=NO (centres undefined) | -1 | 0 | -6 | -7 | -8 | -1 | 4 | -11 | 0 | 3
O=C(COC(=O)C1=Cc2ccccc2OC1)NC1CCCC1 | 11 | 10 | -2 | -2 | 0 | 5 | -2 | -6 | 1 | -3
C[C@H](NC(=O)c1ccccc1)C(=O)OCC(=O)c1c[nH]c2ccccc12 | 6 | -1 | -11 | 2 | -3 | -5 | 1 | -4 | 4 | -2
Cc1ccc(C(=O)CSc2nc3ccccc3c(=O)n2N)o1 | -2 | 7 | 8 | -2 | -5 | -4 | 7 | 7 | 4 | -1
O=C(NNC(=S)Nc1cccc(Cl)c1)c1ccccc1 | 7 | -11 | 2 | 3 | -4 | -4 | -1 | 7 | 7 | -3
COC(=O)c1ccc(OCC(=O)NCCC2=CCCCC2)c(OC)c1 | -5 | -8 | -5 | 0 | 4 | 2 | 0 | -4 | 0 | 4
O=C(O)c1cc(S(=O)(=O)N2CCCCCC2)ccc1Cl | 5 | 3 | 3 | 1 | 4 | 0 | 0 | 3 | 4 | 2
CC1CC1C(=O)OCC(=O)Nc1ccc(N=Nc2ccccc2)cc1 (centres undefined) | 6 | 2 | -6 | 1 | 16 | -1 | -1 | 3 | 5 | -3
O=C(Nc1ccc([N+](=O)[O-])cc1)c1ccc(S(=O)(=O)N2CCCC2)cc1 | 2 | -9 | 3 | -1 | -1 | 4 | 1 | 1 | 1 | -2
CN(C)C(=O)c1ccc(Nc2nnc(-c3ccc(O)cc3)c3ccccc23)cc1 | -2 | 7 | 3 | 0 | -23 | -1 | -3 | -20 | 3 | -7
COc1cccc(OC)c1NC(=O)Cn1nc(-c2ccc3c(c2)OCCO3)ccc1=O | 2 | 14 | 0 | -1 | -3 | 2 | -1 | -4 | -4 | -2
CC(OC(=O)c1ccc(NC(=O)CC#N)cc1)C(=O)Nc1ccc(S(=O)(=O)N2CCCC2)cc1 (centres undefined) | -29 | -5 | -4 | 3 | -20 | 4 | -7 | -38 | 18 | -10
CCCCNC(=O)Cn1cnc2sc(C(=O)OCC)c(C)c2c1=O | 2 | -7 | 6 | -8 | -5 | 0 | -2 | 10 | 2 | 1
CCOc1ccc(N=c2scc(-c3ccccc3)n2CCO)cc1 | 4 | 3 | 3 | 4 | -1 | 0 | 13 | 13 | -8 | ·
C[C@H](CO)N1C[C@H](C)[C@@H](CN(C)C(=O)Cc2cccnc2)Oc2ncc(C#CCc3ccccc3)cc2C1=O | 0 | 8 | 1 | -6 | · | 3 | 4 | 1 | 10 | 5

Other records:
compound | SIAE primary | TDP2 absorb | TCR CD3 inh | MBD2 DNA inh | HTRA1 inh | LEDGF integ inh | PRMT1 FP inh | ABHD4 inh | rCAG binder | GC-B act
O=C(Nc1ccccc1F)Nc1cccc2ccc(O)cc12 | 11 | -11 | 1 | -3 | 33 | -5 | 6 | 31* | 19 | 0
CCCOc1cc2c(C#N)c(N3CCCC3)nc(N)c2c(N)n1 | 0 | 2 | -1 | -5 | 17 | -2 | 9 | 1 | 26 | 0
O=C(CSc1nnc(-c2ccncc2)o1)Nc1cc(F)ccc1F | -1 | 2 | 1 | -1 | -5 | 0 | -3 | 2 | 1 | -1
CC(C)c1ccc(/C=N/n2nnnc2Nc2ccccc2)cc1 | 3 | 1 | -11 | 3 | -6 | 3 | 0 | -10 | 1 | -2
Cc1cc(NC(=O)C2CCCCC2)ncc1NC(=O)c1ccccn1 | -4 | -9 | 3 | -1 | 8 | -2 | 0 | -1 | -5 | 2
O=C(c1cc2ccccc2s1)N1CCN(c2ccccn2)CC1 | -1 | -5 | -11 | 6 | 2 | -1 | 3 | 2 | -8 | 2
Cc1cccc(C(=O)NC(=S)NC(C)c2ccccc2)c1 (centres undefined) | -3 | -17 | -1 | -2 | · | 3 | -2 | -10 | -3 | -2
CN1CCN(c2ncnc3c2ncn3[C@H]2CN(Cc3ccc(-c4ccccc4)cc3)C[C@@H](CO)O2)CC1 | -2 | 2 | 7 | 2 | · | 3 | 6 | 1 | 6 | -3
Cc1cc(NC(=O)COC(=O)CCC(=O)c2ccc(F)cc2)no1 | 1 | -6 | 6 | 2 | 6 | 0 | -2 | -11 | 2 | 2
COc1cc(CC(=O)OCC(=O)Nc2ccc3c(c2)OCO3)cc(OC)c1OC | -7 | -10 | -12 | 8 | 2 | 0 | 8 | -5 | -2 | -1
Cc1ccc2c(c1)nnn2C1CCN(CC(=O)NCCc2ccccc2)CC1 | 6 | 3 | -2 | -2 | 1 | -1 | -4 | -2 | -9 | -7
COC(=O)[C@]12C[C@H](CC(=O)NCc3cccc(C(F)(F)F)c3)C(=O)N(Cc3cccc4ccccc34)C1=C[C@H](C1CCCC1)O[C@@H]2C | -6 | 4 | · | 5 | · | -1 | 0 | -7 | 5 | -1
CCN(CC(=O)NCc1ccco1)S(=O)(=O)c1ccc(OC)cc1 | 5 | -1 | -1 | -8 | -3 | 3 | 0 | 8 | -1 | -7
O=S(=O)(c1ccc(Br)cc1)n1ccc2ccccc21 | 7 | -2 | -8 | 0 | -25 | 1 | 1 | -10 | -3 | -5
COc1ccccc1-c1ccc(=O)n(CC(=O)NCC2CCCO2)n1 (centres undefined) | 3 | 6 | -4 | 1 | 8 | 1 | 1 | -4 | 4 | 3
CC1CC(=O)c2cc(-c3ccccc3)oc2C1 (centres undefined) | 0 | -17 | 7 | 1 | 1 | 4 | -6 | -9 | -1 | 1
Cc1ccc(-c2ccc(/C=N/NC(=S)Nc3ccccc3)o2)cc1[N+](=O)[O-] | 15 | -6 | 4 | -1 | -5 | 8 | 2 | -4 | 43* | 2
O=C(O)CCCNC(=O)OCc1ccccc1 | 10 | 8 | 4 | -1 | -3 | -1 | 0 | 5 | -1 | 4
O=C(Nc1nccs1)C1CC(=O)N(c2ccccc2Cl)C1 (centres undefined) | -8 | -3 | -3 | -2 | -1 | -4 | 0 | 2 | -1 | 4
COc1ccc(CN(C(=O)CCC(=O)Nc2cc(C)on2)C(C(=O)NC(C)(C)C)c2cccc(OC)c2OC)cc1 (centres undefined) | 0 | -1 | 5 | -4 | 5 | 1 | 3 | -4 | -1 | -8

Next section:
compound | SIAE primary | TDP2 absorb | TCR CD3 inh | MBD2 DNA inh | HTRA1 inh | LEDGF integ inh | PRMT1 FP inh | ABHD4 inh | rCAG binder | GC-B act
COc1ccc(/C=C(\C#N)C(=O)NCc2ccccc2)cc1 | -2 | 2 | 0 | -1 | -5 | -2 | -1 | -2 | -1 | 3
CN(c1ccc(OC(=O)c2ccc(-n3cncn3)c([N+](=O)[O-])c2)cc1)S(=O)(=O)c1ccccc1 | 5 | 2 | -5 | 1 | 5 | -1 | -1 | -2 | 1 | -2
CCCCN(C(=O)C1CC(=O)N(CCc2ccc(OC)c(OC)c2)C1)c1c(N)n(CCCC)c(=O)[nH]c1=O (centres undefined) | 8 | 4 | -5 | 3 | 0 | 0 | 4 | 7 | -4 | 2
CCOC(=O)c1ccc(NC(=S)N2CCN(CCN=CC3=C(O)CC(c4ccccc4)CC3=O)CC2)cc1 (centres undefined) | 1 | 1 | 7 | -2 | · | 0 | 6 | 1 | 0 | -1
CCOC(=O)c1c(NC(=S)NC(=O)c2ccco2)sc2c1CCCC2 | 3 | 0 | 7 | -1 | -2 | -2 | -3 | 4 | 1 | -5
COc1ccc(-c2cc(NC(=O)Cc3c(C)[nH]c4ccccc34)ccc2Nc2cccnc2)cc1OC | 17* | -3 | 0 | 0 | · | -4 | 2 | 5 | 16 | -4
CC(=O)c1cccc(NS(=O)(=O)N2CCOCC2)c1 | -6 | -6 | -2 | 2 | 3 | -1 | -1 | 1 | 1 | -4
COc1ccc(NC(=O)C[C@H]2C(=O)N(c3ccc(Br)cc3)C[C@@H]2CSC)cc1 | -8 | -9 | 2 | 2 | -18 | 5 | -5 | -17 | 4 | -6
Cc1c(C)c2ccc(OCC(=O)N(C)C)c(C)c2oc1=O | 8 | -2 | 1 | -2 | -6 | -1 | 0 | -5 | 1 | -3
Cc1ncsc1CCOC(=O)c1ccc(Cl)cc1 | -3 | -11 | -9 | 3 | -3 | 6 | -3 | -1 | -4 | -10
Cc1ccc(OP(=O)(Nc2c(C)n(C)n(-c3ccccc3)c2=O)Oc2ccc(C)cc2)cc1 | 0 | -10 | 3 | 6 | -3 | 3 | -1 | 8 | -9 | -1
COCC(C)n1c(SCc2nc3ccccc3c(=O)[nH]2)nc2ccccc2c1=O (centres undefined) | -1 | 2 | 1 | 4 | -7 | 6 | -3 | -2 | 0 | 1
CCOC(=O)Cn1c(=O)oc2cc(S(=O)(=O)NC(C)(C)CC)ccc21 | -5 | -20 | 2 | 3 | 1 | 2 | 8 | -2 | -6 | 3
CCCNC(=O)N1C[C@H](O)COC[C@@H]2O[C@@H](CC(=O)NCCCN3CCOCC3)CC[C@H]21 | 1 | 8 | 6 | -13 | · | -2 | -4 | 3 | 0 | 3
S=C(NCc1ccncc1)Nc1ccc(Br)cc1Cl | -1 | -6 | -4 | -1 | 0 | 0 | 2 | -5 | 4 | 0
O=C(Nc1ccc2nc(N3CCOCC3)sc2c1)c1ccc(F)cc1 | 6 | -1 | -2 | -5 | 2 | -2 | -1 | 1 | 7 | 0
O=C(Nc1cccnc1Cl)c1ccc(S(=O)(=O)N2CCCCCC2)cc1 | 1 | 0 | 5 | 12 | -4 | -2 | 0 | -2 | 5 | -2
CC1CCCCC12NC(=O)N(CC(=O)NCC(=O)Nc1ccc(F)c(F)c1F)C2=O (centres undefined) | 0 | -1 | -5 | 2 | -2 | -2 | 6 | 1 | 1 | 6
O=C(COC(=O)CCSc1ccc(F)cc1)NCc1ccc(F)cc1 | 3 | -1 | -1 | -2 | 0 | -3 | -1 | -1 | 1 | -4
Cc1nonc1NC(=O)CSc1nc2ccccc2o1 | 2 | 4 | 10 | 6 | 3 | 1 | 3 | -4 | 4 | -5
